SIAH1 antagonists: Siah-1 peptide-binding antagonists, primary screen, biochemical, fluorescence polarization, rhodamine-plectin, uHTS (AID 1817) | displacement, % at 20 µM; hits with a dose series show IC50 in µM | Siah-1 / rhodamine-plectin peptide fluorescence polarization; higher % means a stronger effect | actives 0.02% (n = 290,000);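 active means displacement of at least 50% at 20 µM, with a fluorescence ratio check between 0.3 and a set limit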;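 further: plate controls were Siah plus tracer with DMSO for no effect and tracer alone without Siah for full effect; strong numbers were not always called active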
PhoP inhibition: inhibitors of PhoP regulon expression, primary screen, Salmonella Typhimurium, GFP reporter (AID 1863); S. Typhimurium PhoP-regulated promoter GFP reporter, 4 h; higher % means a stronger effect; inhibition, % at 50 µM; hits with a dose series show IC50 in µM; actives 0.16% (n = 300,000);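 active means inhibition over 29.93%, a cutoff 3 SD above the screen mean, later confirmed by dose response; inconclusive means inhibition over 29.93% but no dose response follow-up; inactive means inhibition at most 29.93% or unconfirmed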;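 further: 0% = low Mg2+ inducing control and 100% = high Mg2+ repressing control; strong numbers were not always called active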
NOD2 inhibition: NOD2 signaling inhibitors, cell-based, luminescence, uHTS, HEK293 (AID 1566) | inhibition, % at 4 µM, or EC50 in µM where a hit was titrated | HEK293 NOD2/NF-kB luciferase reporter, luminescence; higher % means a stronger effect | actives 0.63% (n = 290,000); further: many of its hits are not listed in these tables
HIV fusion peptide: inhibitors of HIV fusion peptide binding, primary screen, biochemical, uHTS, fluorescence dequenching (AID 1986); cell-free peptide binding, fluorescence dequenching, 30 min; higher % means a stronger effect; inhibition, % at 20 µM, or IC50 in µM where a hit was titrated; actives 0.3% (n = 290,000); in the data active means inhibition mostly above about 52%, no sharp cut-off; inactive means mostly below about 76%; further: some results filed as inactive read as strong as hits
LYP phosphatase: PTPN22 lymphoid phosphatase activity blockers – biochemical, fluorescence intensity, uHTS (AID 1779). actives 0.054% (n = 290,000). recombinant LYP phosphatase, fluorescence intensity; higher % means a stronger effect. inhibition, % at 11.5 µM, or IC50 in µM where a hit was titrated;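 further: plate controls were vehicle with enzyme for no effect and no enzyme for full effect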
KOR beta-arrestin-1: KOR antagonists, beta-arrestin recruitment, cell-based, luminescence, uHTS (AID 1778); actives 0.091% (n = 290,000); KOR beta-arrestin recruitment, luminescence, antagonist mode; higher % means a stronger effect; inhibition, % at 10 µM, or IC50 in µM where a hit was titrated; further: strong numbers were not always called active
Myeloid diff 2: compounds promoting myeloid differentiation; ER-HoxA9 myeloid progenitors, lysozyme-GFP differentiation, flow cytometry; calls only at 10 µM; actives 1% (n = 360,000);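 active means normalized GFP-positive differentiation at or above the plate's own cutoff, the solvent-only control mean plus 3 SD; inconclusive means no clear call, values can overlap the other calls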;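 further: cells exposed to compound for four days before flow analysis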
KOR beta-arrestin-2: KOR agonists, beta-arrestin recruitment, primary screen, cell-based, luminescence, uHTS (AID 1777); actives 0.02% (n = 280,000); activation, % at 10 µM, or EC50 in µM where a hit was titrated; KOR beta-arrestin recruitment, luminescence; higher % means a stronger effect; in the data active means activation above about 50%, passing the limit was not always enough; further: a part of the inactive calls stands beside numbers as strong as those of hits
NOD1 inhibition: NOD1 signaling inhibitors, primary screen, cell-based, luminescence, uHTS (AID 1578). NOD1-driven NF-kB luciferase reporter cells, luminescence; higher % means a stronger effect. one-dose inhibition, % at 4 µM; EC50 in µM for titrated hits. actives 1% (n = 290,000); in the data active means inhibition mostly above about 36%, no sharp cut-off; inactive means mostly below about 34%;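 further: HEK-293T reporter cells stimulated with the NOD1 agonist gamma-tri-DAP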
Myeloid diff 2 GFP+ MAC1+ %: recorded beside Myeloid diff 2, whose call it bears; GFP+ MAC1+ double positive, %; measured here: differentiation confirmed by MAC1 staining
Starred values were filed as active, the others as inactive; i = inactive; ? = inconclusive; · = no result given; + = active, no number; [ ] = another dose, or the depositor's remark. Unless noted, no stated cut-off is given here; in the data, active means inhibition above about 50%; inactive means the rest. These rows are one share of the data (hit frequency here may not be typical).

Every second line gives: SIAH1 antagonists	PhoP inhibition	NOD2 inhibition	HIV fusion peptide	LYP phosphatase	KOR beta-arrestin-1	Myeloid diff 2	Myeloid diff 2 GFP+ MAC1+ %	KOR beta-arrestin-2	NOD1 inhibition
O=C(NCc1ccco1)c1nc2nc(-c3cccs3)cc(C(F)(F)F)n2n1
→ 10%	3%	14%	0.3%	-6%	6%	i	1.6	-3.2%	18%
COc1ccc(CC(=O)Nc2ccc(S(=O)(=O)NCC3CCCO3)cc2)cc1 (stereo not given)
→ -2%	0%	19%	-2.2%	-3%	-14%	i	8.3	-2.3%	14%
CC(C)CN(Cc1cc(=O)oc2cc(-c3ccccc3)c(O)cc12)CC(C)C
→ -4%	-16%	20%	5.0%	4%	-69%	i	0.7	·	7%
O=C(NCCc1ccccc1)c1ccc([N+](=O)[O-])cc1
→ -2%	7%	-189%	-0.2%	-4%	1%	i	0.4	4.2%	-25%
Cn1nnnc1SCC(=O)c1cccs1
→ 0%	17%	-24%	0.3%	2%	13%	i	5.9	-0.7%	16%
O=C(Nc1ncc2c(n1)-c1ccccc1OC2)c1ccc(F)cc1
→ 8%	8%	-12%	1.0%	-13%	21%	i	1.4	-3.6%	0%
CCCCn1c(/C=C/c2ccco2)nc2ccccc21
→ 14%	13%	-20%	44%	1%	2%	i	0.6	-2.8%	12%
O=C(c1cc2c(s1)CCCC2)N1CCN(C(=O)C2CCCO2)CC1 (stereo not given)
→ -1%	-9%	20%	3.2%	-8%	0%	i	6.3	-0.7%	-21%
CCOc1ccccc1-c1cc(C(=O)N/N=C/c2ccc(O)c(OC)c2)c2ccccc2n1
→ -4%	5%	-16%	-3.3%	64%*	-11%	i	0.3	0.4%	-15%
O=C(NNC(=S)NC(=O)c1ccccc1)c1ccc([N+](=O)[O-])cc1
→ -7%	13%	30%	0.7%	-2%	4%[20 µM]	i	0.6	-2.8%	51%
CSc1ccc(CN2CCN(C3CCCC3)C(CCO)C2)cc1 (stereo not given)
→ -2%	5%	-15%	0.0%	-2%	-7%	i	0.5	0.4%	-28%
O=C(CCCCCn1c(=S)[nH]c2ccc(N3CCOCC3)cc2c1=O)NC1CCN(Cc2ccccc2)CC1
→ -6%	-7%	24%	-0.6%	-5%	21%	i	0.1	-0.9%	8%
O=C(Nc1ncn[nH]1)c1cc(S(=O)(=O)Nc2cccc(C(F)(F)F)c2)ccc1Cl
→ -1%	0%	16%	1.8%	3%	17%[20 µM]	·	·	-2.9%	-18%
Cc1ccc(CN(C)C(=O)c2cc(COc3ccc(F)cc3Cl)on2)o1
→ 0%	-6%	-34%	0.0%	2%	-10%	i	0.2	8.9%	-62%
CC(C)(C)CC(=O)NC(=S)Nc1ccccc1[N+](=O)[O-]
→ 2%	-2%	13%	-0.8%	-7%	11%[20 µM]	i	0.2	-6.3%	-33%
COc1c(C(=O)Nc2ccc(CN3CCOCC3)cc2)cc2ccccc2c1Br
→ 2%	3%	-11%	-1.9%	-6%	-16%	i	0.7	4.5%	-5%
C/C(=N\NC(=S)Nc1ccccc1C)C1Cc2ccccc2C(=O)O1 (stereo not given)
→ 1%	-12%	-10%	0.3%	2%	-19%	i	0.3	1.1%	0%
COc1ccc2c(=O)c(Oc3ccc(C(=O)O)cc3)c(C(F)(F)F)oc2c1
→ -11%	1%	-58%	1.1%	1%	-53%	i	0.0	-0.6%	48%*
O=C(NC1CC1)C1CC(=O)N(c2cccc(Cl)c2)C1 (stereo not given)
→ -6%	7%	-4%	0.3%	-8%	6%	+	0.9*	0.9%	-9%
Nn1cnnc1N/N=C/c1cccc(Cl)c1Cl
→ 12%	-3%	0%	-0.5%	-5%	11%	i	1.7	-3.5%	-1%

Single records (already shown).
Nn1cnnc1N/N=C/c1cccc(Cl)c1Cl is listed as SIAH1 antagonists: 12%; PhoP inhibition: -3%; NOD2 inhibition: 0%; HIV fusion peptide: -0.5%; LYP phosphatase: -5%; KOR beta-arrestin-1: 11%; Myeloid diff 2: i; Myeloid diff 2 GFP+ MAC1+ %: 1.7; KOR beta-arrestin-2: -3.5%; NOD1 inhibition: -1%
COc1c(C(=O)Nc2ccc(CN3CCOCC3)cc2)cc2ccccc2c1Br is listed as SIAH1 antagonists: 2%; PhoP inhibition: 3%; NOD2 inhibition: -11%; HIV fusion peptide: -1.9%; LYP phosphatase: -6%; KOR beta-arrestin-1: -16%; Myeloid diff 2: i; Myeloid diff 2 GFP+ MAC1+ %: 0.7; KOR beta-arrestin-2: 4.5%; NOD1 inhibition: -5%

(listing goes on)
Every second line gives: SIAH1 antagonists	PhoP inhibition	NOD2 inhibition	HIV fusion peptide	LYP phosphatase	KOR beta-arrestin-1	Myeloid diff 2	Myeloid diff 2 GFP+ MAC1+ %	KOR beta-arrestin-2	NOD1 inhibition
O=C(CC12CC3CC(CC(C3)C1)C2)NC(=S)NCc1ccco1
→ 1%	4%	-29%	-1.5%	4%	1%	i	0.2	-2.5%	-13%
COc1ccc(N(C(C)C(=O)Nc2cccnc2)S(C)(=O)=O)cc1 (stereo not given)
→ 3%	0%	18%	-0.5%	-12%	-20%	i	0.3	-2.3%	-39%
Cc1cc(C(F)(F)F)nn1CC(=O)NNC(=S)NCC(C)C
→ 3%	-10%	15%	2.0%	-6%	8%	i	0.2	-9.3%	-1%
COc1ccc(-c2csc(NC(=S)NC(=O)/C=C/c3ccc(C(C)C)cc3)n2)cc1OC
→ -2%	-2%	0%	0.2%	-11%	19%	i	1.5	-0.7%	-8%
O=C(NCc1ccc(F)cc1)c1cc(-c2ccco2)on1
→ 0%	18%	-6%	1.8%	1%	12%	i	1.6	-1.2%	-36%
COc1ccc(-c2nc(CS(=O)(=O)CC(=O)NCc3cccc(OC)c3OC)c(C)o2)cc1
→ 40%	·	15%	1.6%	-6%	7%[20 µM]	i	2.3	-2.3%	-15%
Cc1cc(F)ccc1NC(=S)NC1CCCC1
→ 4%	-2%	5%	-0.3%	-2%	12%	i	1.1	0.9%	-15%
COc1cc(C(=O)NCCCCc2ccccc2)cc(OC)c1OC
→ 6%	3%	8%	-1.3%	-6%	-26%[20 µM]	i	0.6	-2.9%	-7%
CN(C)C(=O)N1CCC(C(=O)NCc2ccccc2)CC1
→ 4%	-3%	4%	4.8%	-11%	8%	i	3.3	-2.4%	-12%
COc1cccc(/C=C2/Sc3ccc(C(=O)NCCN4CCCC4)cc3NC2=O)c1
→ -5%	-6%	-56%	-0.8%	-7%	-74%	?	·	-6.3%	1%
C=CCn1c(O)c(N=NC(=O)CNC(=O)c2ccco2)c2ccccc21
→ 6%	3%	4%	-3.6%	-4%	-1%	i	0.3	5.3%	-3%
CSc1ccc(CN2CCN(S(=O)(=O)Cc3ccccc3)CC2)cc1
→ 4%	4%	15%	-0.5%	-7%	5%	i	0.6	8.4%	-22%
Oc1ccc(N=Cc2ccc(-c3cccs3)s2)cc1
→ 10%	-2%	-3%	-0.7%	-24%	13%	i	0.2	2.4%	0%
CC(=O)c1cc(-c2ccccc2)n(CC(=O)Nc2ccc(C)c(C)c2)c1C
→ 10%	14%	5%	-0.7%	-9%	25%	i	1.6	4.5%	-14%
COc1ccccc1Nc1nc(-c2sc(NC(=O)c3ccccc3)nc2C)cs1
→ 3%	-1%	-3%	5.0%	3%	-23%	i	2.1	5.1%	14%
O=[N+]([O-])c1cc(S(=O)(=O)N2CCOCC2)ccc1N1CCCC1
→ -5%	0%	-5%	-2.3%	-12%	6%	i	0.5	-6.0%	-3%
CCCCn1c(N)c(-c2nc3ccccc3s2)c2c([N+](=O)[O-])nn(C)c(=O)c21
→ -1%	2%	8%	1.7%	5%	16%	i	13	1.3%	-55%
O=C(NCc1cnn(-c2ccc(F)cc2)c1)C1CCC(=O)N(C2CC2)C1 (stereo not given)
→ 4%	1%	-5%	1.1%	-6%	-17%	i	0.4	1.7%	-23%
Cc1ccc2c(c1)C(c1ccccc1)N(C(=O)c1ccccc1[N+](=O)[O-])CC(=O)N2 (stereo not given)
→ -2%	-6%	27%	1.1%	-4%	-10%	i	0.8	-1.0%	5%
O=C(COC(=O)c1ccc[nH]c1=O)Nc1cc(S(=O)(=O)N2CCCCC2)ccc1Cl
→ 3%	-8%	-9%	-3.0%	-2%	12%	i	1.3	11%	-29%
CCCCNC(=O)C1CCC(CNS(=O)(=O)c2ccc(NC(C)=O)cc2)CC1 (stereo not given)
→ 10%	5%	18%	0.2%	-4%	-18%	i	0.9	-2.0%	-22%
COC(=O)c1ccc(OC)cc1OCC(=O)N1CCN(c2ccc(F)cc2)CC1
→ 0%	-1%	20%	-3.6%	-7%	-6%	i	0.7	2.3%	8%
Cc1cc(NC(=O)CN2CCN(c3ccccn3)CC2)ccc1Br
→ 4%	-4%	2%	-0.9%	-4%	-6%	i	1.1	-1.9%	0%
O=C(CCS(=O)(=O)c1ccccc1Cl)NCc1ccc(F)cc1
→ -7%	-6%	15%	-1.4%	-1%	·	i	0.1	-1.8%	2%
C=CCc1cccc(/C=N/NC(=O)CCC(=O)Nc2ccc(F)cc2)c1O
→ -2%	-9%	36%	-2.4%	-5%	26%	+	8.9*	5.0%	60%
Fc1ccc(NC(=S)NCc2ccccc2)cc1
→ 9%	-3%	6%	-0.7%	-5%	-25%[20 µM]	i	0.5	-1.6%	-13%
Cc1ccc2c(COn3nnc4ccc(S(=O)(=O)N(C)C)cc43)cc(=O)oc2c1C
→ 0%	-1%	-13%	0.6%	4%	2%	·	·	-0.4%	11%
CCC(C)(c1nnnn1-c1c(C)cccc1C)N(N=O)c1cccc(C(F)(F)F)c1 (stereo not given)
→ 0%	5%	0%	1.0%	1%	14%	i	0.3	-1.9%	-20%
Cc1ccc(-c2nnn(CC(=O)N(CCCO)C(C(=O)NC3CCCC3)c3ccc(Cl)cc3)n2)o1 (stereo not given)
→ -4%	3%	-12%	-0.8%	-3%	1%	i	3.7	-1.2%	-12%
CNC(=S)NNC(=O)c1cn(C)nc1C
→ 5%	-1%	2%	-1.3%	4%	4%	i	0.5	-4.0%	-32%
Cc1ccc(C)c(OCc2n[nH]c(=S)o2)c1
→ 3%	-10%	7%	0.5%	-7%	16%	i	0.3	0.3%	0%
COc1cc2c(cc1OC)C(=O)Cc1ccc3c(c1CN(C)CC2)OCO3
→ 0%	-4%	16%	-1.4%	-4%	7%	i	2.7	-1.9%	-2%
Cc1ccc(N)c2c1OCCC2=O
→ 0%	6%	4%	9.7%	-1%	-9%	i	0.8	0.6%	-39%
CCc1[nH]nc2c1C(C1C=CCCC1)C(C#N)=C(N)O2 (stereo not given)
→ 12%	-2%	7%	-1.6%	-2%	-42%[20 µM]	i	0.9	-3.2%	5%
CCOC(=O)C(=O)Nc1ccccc1C(=O)OC
→ -3%	-8%	6%	-2.5%	-10%	16%[20 µM]	i	2.1	-0.8%	8%
Cc1cc(O)ccc1N/C=C(\C#N)c1nc2ccccc2o1
→ -1%	-12%	-3%	1.4%	1%	13%	i	0.9	20%	11%
COc1ccc(NC(=O)Cn2nnc(-c3ccccc3F)n2)cc1Cl
→ 2%	-8%	13%	0.4%	-1%	15%	i	1.6	19%	-32%
CCOC(=O)C(NC(C)=O)(Nc1ccc(F)cc1)C(F)(F)F (stereo not given)
→ -4%	8%	1%	-1.6%	-8%	-7%	i	1.4	-2.7%	-11%

Screens as filed in PubChem.
